CHRM1 antagonist – human M1 muscarinic receptor antagonists, primary screen, CHO-K1 cells, Fluo-8 calcium fluorescence, 1536-well; inhibition, % at 3 µM; 1.3% of 360,000 active; AID 588852, 2011; CHO-K1 hM1, ACh EC80 antagonist; Muscarinic acetylcholine receptor M1 (Homo sapiens), P11229;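 active means percent inhibition above its own plate's cutoff, namely the mean of that plate's compound wells plus 3 SD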;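 further: peak over basal fluorescence ratio during 140 s after agonist addition; 0% = ACh EC80 plus DMSO and 100% = DMSO alone without agonist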
CHRM1 agonist – human M1 muscarinic receptor agonists, primary screen, Fluo-8 calcium fluorescence, CHO-K1 cells, HTS; Muscarinic acetylcholine receptor M1 (Homo sapiens), P11229; CHO-K1 hM1, agonist mode; 0% DMSO, 100% acetylcholine EC100; activation, % at 3 µM; 0.33% of 360,000 active; AID 588814, 2011;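 active means activation above the run's mean compound activation plus 3 SD, cut at about 16% in these data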;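 further: peak over basal fluorescence ratio within a 140 s kinetic read after compound addition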
CHRM5 agonist – human M5 muscarinic receptor agonists, primary screen, CHO-K1 cells, Fluo-8 calcium fluorescence. Muscarinic acetylcholine receptor M5 (Homo sapiens), P08912. CHO-K1 hM5 cells; 0% DMSO wells, 100% maximal acetylcholine response. 0.19% of 360,000 active. activation, % at 3 µM;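 active means activation above the run's mean over test compounds plus 3 SD, cut at about 23% in these data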;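 further: signal is peak over basal fluorescence ratio across the kinetic read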
Target sequence (P08912 whole entry, looked up): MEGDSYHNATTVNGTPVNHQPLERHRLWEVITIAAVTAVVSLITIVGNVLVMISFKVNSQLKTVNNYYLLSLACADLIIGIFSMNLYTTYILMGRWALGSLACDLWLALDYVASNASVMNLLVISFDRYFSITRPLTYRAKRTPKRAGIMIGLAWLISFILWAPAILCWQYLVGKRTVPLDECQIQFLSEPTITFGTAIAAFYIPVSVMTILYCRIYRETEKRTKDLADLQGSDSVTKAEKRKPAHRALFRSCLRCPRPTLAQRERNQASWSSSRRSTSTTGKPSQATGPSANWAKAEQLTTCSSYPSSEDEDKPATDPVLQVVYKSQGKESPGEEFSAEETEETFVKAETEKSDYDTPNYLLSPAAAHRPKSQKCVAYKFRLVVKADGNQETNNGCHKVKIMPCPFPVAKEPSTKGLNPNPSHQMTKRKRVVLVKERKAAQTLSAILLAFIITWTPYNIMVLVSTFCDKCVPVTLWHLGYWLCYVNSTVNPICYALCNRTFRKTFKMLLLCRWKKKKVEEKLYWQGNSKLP
CHRM5 antagonist – human M5 muscarinic receptor antagonists, primary screen, CHO cells, Fluo-8 calcium fluorescence | 0.59% of 360,000 active | Muscarinic acetylcholine receptor M5 (Homo sapiens), P08912 | CHO-hM5 cells, ACh EC80 | inhibition, % at 3 µM;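 active means inhibition above a per-plate cutoff, the mean of that plate's test compounds plus 3 SD, cut at about 27% in these data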;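 further: 0% = acetylcholine EC80 with DMSO and 100% = DMSO without agonist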
CHRM4 antagonist – human M4 muscarinic receptor antagonists, primary screen, CHO cells, Fluo-8 calcium fluorescence; Muscarinic acetylcholine receptor M4 (Homo sapiens), P08173; CHO-hM4 cells, ACh EC80; inhibition, % at 3 µM; 0.73% of 360,000 active;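 active means inhibition above its plate's cutoff, the mean inhibition of sample wells plus 3 SD, cut at about 27% in these data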;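 further: 0% = acetylcholine EC80 with DMSO and 100% = DMSO without agonist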
M1 PAM – human M1 muscarinic receptor positive allosteric modulators, primary screen, CHO-K1 cells, Fluo-8 calcium fluorescence, 1536-well; CHO-K1 hM1, ACh EC20; 0% = ACh EC20, 100% = maximal ACh; activation, % at 3 µM; 0.088% of 360,000 active; Muscarinic acetylcholine receptor M1 (Homo sapiens), P11229; in the data active means activation above about 19%, passing the limit was not always enough
M4 ag – human M4 muscarinic receptor agonists, primary screen, CHO-K1 cells, Fluo-8 calcium fluorescence. CHO-K1 hM4/Gqi5; vehicle 0%, full acetylcholine response 100%. activation, % at 3 µM. 0.14% of 360,000 active. AID 624127, 2012;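 active means activation above the run mean over all test wells plus 3 SD, cut at about 32% in these data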;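 further: peak over basal fluorescence ratio per well then scaled between controls; 0% = DMSO wells and 100% = acetylcholine at EC100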
TAAR1 agonist – human TAAR1 agonists, primary screen, Fluo-8 calcium fluorescence, CHO RD-HGA16 cells. Trace amine-associated receptor 1 (Homo sapiens), Q96RJ0. vehicle wells 0%, saturating PEA agonist 100%. activation, % at 3 µM. 0.99% of 360,000 active;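 active means activation above the mean activation of all test compounds in the run plus 3 SD, cut at about 38% in these data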
Target sequence (Q96RJ0 whole entry, looked up): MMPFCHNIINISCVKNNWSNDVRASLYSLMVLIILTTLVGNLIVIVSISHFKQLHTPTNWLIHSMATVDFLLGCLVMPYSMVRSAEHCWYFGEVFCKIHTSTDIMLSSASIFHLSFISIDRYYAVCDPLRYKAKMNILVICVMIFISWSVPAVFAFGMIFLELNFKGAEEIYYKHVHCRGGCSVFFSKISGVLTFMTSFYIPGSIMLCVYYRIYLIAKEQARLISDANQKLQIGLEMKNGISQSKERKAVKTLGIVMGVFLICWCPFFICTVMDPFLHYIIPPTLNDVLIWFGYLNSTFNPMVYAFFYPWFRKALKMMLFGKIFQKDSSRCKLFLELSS
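Test system: RD-HGA16 (CHO) cells co-expressing Gα16 and hTAAR1 | Doses: Single dose, 3 µM | Schedule: 17-24 h seeding, 75 min 37 °C dye, 30 min RT | Evaluation: % activation from peak over basal fluorescence ratio, DMSO-to-PEA scaled | Technique: Kinetic Fluo-8 calcium fluorescence | Benchmarks: Low control DMSO, high control PEA (EC100)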
M5 PAM – human M5 muscarinic receptor positive allosteric modulators, primary screen, CHO-K1 cells, Fluo-8 calcium fluorescence | AID 624038, 2012 | 0.3% of 360,000 active | CHO-K1 hM5, ACh EC20 PAM; 0% = ACh EC20, 100% = ACh EC100 | Muscarinic acetylcholine receptor M5 (Homo sapiens), P08912 | activation, % at 3 µM;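 active means activation above the run cutoff, the mean activation of all test compounds plus 3 SD, cut at about 18% in these data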
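Assay system – human M5 receptor in CHO-K1 cells · Read-out – % activation, ACh-normalized · Technique – Fluo-8 calcium fluorescence · Dosing – single-point, 3 µM nominal · Incubation – Fluo-8 loading 80 min at 37 °C plus 30 min room temperature · Repeats – singlicate, one well per test compound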
Active calls of the source: *; · = no result given. Some of the compounds tested; rates above refer to the full screens.

Sample of the layout, three compounds:
SMILES | CHRM1 antagonist | CHRM1 agonist | CHRM5 agonist | CHRM5 antagonist | CHRM4 antagonist | M1 PAM | M4 ag | TAAR1 agonist | M5 PAM
Cc1nnc(SCCN2C(=O)c3ccccc3C2=O)nc1C | -7 | -4 | 1 | 1 | -2 | 1 | 1 | 3 | 0
COc1ccc(NC(=O)N(C)C[C@H]2Oc3ncc(C#C[C@@H](C)O)cc3C(=O)N([C@H](C)CO)C[C@H]2C)cc1 | 21 | -2 | 1 | 7 | -5 | -11 | 0 | 2 | -2
O=C(CC1C[C@H](C(=O)N2CCCCC2)[C@@]2(CCc3ccccc3)c3[nH]c4ccccc4c3CCN2C1=O)NCc1ccco1 (stereo partly specified) | 1 | -3 | 1 | 9 | 5 | 0 | 1 | 1 | -6

The listing, repeating the preview:
SMILES | CHRM1 antagonist | CHRM1 agonist | CHRM5 agonist | CHRM5 antagonist | CHRM4 antagonist | M1 PAM | M4 ag | TAAR1 agonist | M5 PAM
Cc1nnc(SCCN2C(=O)c3ccccc3C2=O)nc1C | -7 | -4 | 1 | 1 | -2 | 1 | 1 | 3 | 0
COc1ccc(NC(=O)N(C)C[C@H]2Oc3ncc(C#C[C@@H](C)O)cc3C(=O)N([C@H](C)CO)C[C@H]2C)cc1 | 21 | -2 | 1 | 7 | -5 | -11 | 0 | 2 | -2
O=C(CC1C[C@H](C(=O)N2CCCCC2)[C@@]2(CCc3ccccc3)c3[nH]c4ccccc4c3CCN2C1=O)NCc1ccco1 (stereo partly specified) | 1 | -3 | 1 | 9 | 5 | 0 | 1 | 1 | -6
C=CS(=O)(=O)N(Cc1ccccc1)[C@H](CO)CC(C)C | -8 | -8 | -11 | -8 | -14 | 6 | 2 | -1 | 3
Cc1ccc(C)c(N2CCN(S(=O)(=O)c3c(C(=O)N4CCCCC4)c(C)n(C)c3C)CC2)c1 | 2 | -3 | -3 | 0 | -5 | 0 | 6 | 2 | -5
CCCCc1ccc(NS(=O)(=O)c2cccc(C(=O)N3CCCN(C)CC3)c2)cc1 | -10 | -7 | -1 | -4 | 13 | 3 | · | 6 | -4
COc1ccc([C@@H]2[C@@H]3C(=O)N(C(C)(C)C)C(=O)[C@@H]3[C@]3(Cc4ccccc4)C(=O)N(c4cccc(Cl)c4)C(=O)N23)cc1 | -1 | -1 | -10 | 2 | -3 | 12 | -1 | 7 | -31
NC(c1csc(Nc2ccc(C(F)(F)F)cn2)n1)C1CCCCC1 (stereo unspecified) | -7 | 2 | 4 | -5 | 4 | 7 | 7 | 76* | -1
CCn1c(SCC(=O)Nc2cc(OC)ccc2OC)nc2c(c1=O)SCC2 | -8 | -3 | -2 | 5 | 1 | 8 | 4 | 0 | -2
Cc1nnc(SCC(=O)Nc2ccc(Br)cn2)[nH]c1=O | -9 | -4 | -2 | -7 | -9 | 10 | 1 | 4 | 4
Clc1cccc(CN2CCc3c([nH]c4ccccc34)C2)c1Cl | -11 | -11 | -3 | 11 | 4 | 7 | 1 | 8 | -1
CCOC(=O)c1c(C)oc2c1c(C=NCCC(=O)O)c(O)c1ccccc12 | 3 | -5 | 1 | -4 | 9 | -1 | 3 | 8 | 3
O=C(CCN1C(=O)CSc2ccccc21)Nc1ccc(OC(F)(F)F)cc1 | -7 | -4 | -3 | 7 | -1 | 1 | 12 | 0 | -13
Cc1ccc(OCC(=O)NNc2c3ccccc3nc3ccccc23)cc1 | 10 | -1 | 0 | 14 | -2 | -11 | 10 | 7 | -17
CC(=O)c1cccc(NC(=O)c2c(C)nn(-c3ccccc3)c2Cl)c1 | 8 | -5 | 2 | 11 | 7 | -19 | 12 | 14 | -10
Fc1ccc(Br)cc1SCCc1ccncc1 | 4 | -3 | -4 | 6 | 1 | -5 | 4 | 1 | -5
O=[N+]([O-])c1ccc(NN=Cc2cccc3ccccc23)cc1 | -17 | -3 | 1 | 2 | 5 | 10 | 0 | 2 | 0
CC(C)(C)c1ccc(C(=O)Oc2ccccc2CCC(=O)O)cc1 | -11 | -2 | 2 | -3 | -2 | 4 | 4 | 8 | 7
N#CCCS(=O)(=O)c1ccc(N)cc1 | -15 | -1 | 1 | -5 | -9 | 6 | 0 | 9 | -1
CCN1C(=O)CC(C(=O)NC)SC1=Nc1cc(Cl)c(O)c(Cl)c1 (stereo unspecified) | -17 | 0 | 2 | -2 | -6 | 11 | 1 | 7 | 2
COc1cc2c(cc1OC)-c1cc(OCc3ccccc3Cl)nc(=O)n1CC2 | -3 | -3 | -1 | -15 | -5 | 5 | 0 | 19 | -5
O=C(/C=C/c1ccco1)NC(=S)Nc1cccc(C(=O)O)c1 | -14 | -2 | 2 | -1 | 11 | 9 | 2 | 4 | 0
COc1ccc(/C=C/C(=O)OCc2cccc([N+](=O)[O-])c2)cc1 | 2 | -5 | -6 | 2 | -5 | -6 | 0 | 1 | 3
CC(C)Oc1ccc(CSC(=N)N)cc1 | -4 | -6 | -6 | -4 | -27 | 2 | 2 | 23 | 8
CCCC(=O)Nc1cc(S(=O)(=O)N2CCCCC2)ccc1N1CCOCC1 | -6 | -1 | 5 | -4 | 6 | 3 | 0 | 6 | 3
CCOC(=O)[C@@H]1[C@H]2COc3ccc(Br)cc3[C@@H]2N2C(=O)N(c3ccc(Br)cc3)C(=O)[C@]12C | -7 | -4 | 0 | 4 | -6 | 5 | 1 | 0 | 2
CCCOC(=O)CSC1=C(C#N)C(c2ccccc2Cl)CC(=O)N1 (stereo unspecified) | -6 | -4 | -1 | 7 | -1 | 5 | 2 | -2 | -7
Cc1ccc(Cn2nnc3c(=O)n(CC(=O)NCc4ccccc4)cnc32)cc1 | -4 | -5 | 0 | 3 | 5 | 2 | 0 | 2 | -1
OC[C@@H]1CN(Cc2ccccc2)C[C@H](n2cnc3c(N4CCCC4)ncnc32)O1 | -23 | 5 | 0 | 3 | -13 | 25 | 1 | 1 | -1
CC(=O)c1csc(COc2ccccc2)n1 | -12 | -6 | -8 | 18 | -1 | 6 | 0 | 0 | -4
Oc1ccc(C2C(c3ccccc3)=NN=C(c3ccc(Cl)cc3)N2O)c(O)c1 (stereo unspecified) | -6 | -1 | 3 | 5 | 6 | 4 | 2 | 20 | 5
CCOC(=O)c1cc2c(ccn2C)n1CC(=O)Nc1ccc(F)cc1 | 15 | -1 | -4 | 7 | -4 | 6 | 0 | 4 | 9
CCOc1ccc(C(C)=O)cc1CSc1nc(C)cc(C)n1 | -8 | -4 | -9 | 4 | 3 | 8 | -2 | -2 | 1
Cc1cc(C)cc(NC(=O)Nc2ccc3c(c2)CCC3)c1 | -9 | -2 | -4 | -13 | -11 | 11 | 3 | 1 | -1
CC1Cc2nc(SCC(=O)Nc3ccc(F)cc3)n(C)c(=O)c2S1 (stereo unspecified) | 2 | -1 | 0 | 12 | 3 | -1 | 4 | 6 | -3
CCOC(=O)COn1c(=O)c[n+]([O-])c2ccccc21 | -5 | -2 | -7 | -3 | -4 | 5 | 1 | 8 | 5
CCOC(=O)C1=C(C)NC2=C(C(=O)CCC2)C1c1cccnc1 (stereo unspecified) | -2 | -3 | 1 | -8 | 4 | 4 | 0 | 5 | -2
CCOC(=O)C1CCCN(C(=O)c2ccc(C(F)(F)F)nc2C)CC1 (stereo unspecified) | -11 | -2 | 2 | 1 | 2 | 13 | 1 | 1 | -2
O=C(CSc1nc(=O)n2ccccc2n1)NC1CCCCC1 | -5 | -2 | -4 | 0 | -23 | 6 | 0 | 2 | -6
CC(C)CN(C(=O)c1ccc(N2CCCC2=O)cc1)c1c(N)n(Cc2ccccc2)c(=O)[nH]c1=O | 16 | -4 | 0 | 7 | 0 | -1 | -1 | 2 | 4
CC(C)N(CCC(=O)c1ccc2ccccc2c1)Cc1ccccc1 | -22 | -4 | 1 | 0 | 5 | -3 | 2 | 30 | 0
CC[C@]1(C(=O)OC)[C@H]2C(=O)N(C)C(=O)[C@H]2[C@H]2CN=C(SCC3CC3)N21 | -2 | -3 | 0 | -3 | -5 | 4 | 2 | 0 | -4
Cc1sc(NC(=O)c2cccs2)c(C(N)=O)c1C | 17 | 1 | 0 | -3 | -1 | -7 | 1 | 8 | 4
O=C(Nc1ccccc1N1CCOCC1)C1=NN(c2c(F)c(F)cc(F)c2F)C(=O)CC1 | -4 | -3 | -1 | 7 | -4 | 1 | 4 | 20 | 2
O=C(CC1C=Cc2ccccc2N1C(=O)c1ccccc1)c1ccccc1 (stereo unspecified) | 3 | -1 | 0 | 2 | -3 | 0 | 9 | 3 | -8
CCOCCCNc1c(CC)c(C)c(C#N)c2nc3ccccc3n12 | -15 | -7 | -13 | 7 | 2 | 3 | 0 | -2 | 2
Cc1cc(C)c(S(=O)(=O)NCC(=O)NCc2ccccn2)c(C)c1 | -10 | -3 | -2 | 5 | -8 | 12 | 5 | 3 | 7
O=C(/C=C/c1cn(-c2ccccc2)nc1-c1ccc2c(c1)OCCO2)NCCO | -9 | -5 | 2 | -8 | -11 | 12 | 0 | 0 | 1
O/N=C1/C2C3CC4C5C3C1C5C1(OCCO1)C42 (stereo unspecified) | 1 | -2 | -3 | -1 | -1 | 1 | 2 | 2 | -1
Cc1c(NC(=O)C(C)OC(=O)c2ccc(Cl)nc2)c(=O)n(-c2ccccc2)n1C (stereo unspecified) | -8 | -6 | -3 | -4 | 6 | 12 | 0 | 4 | -4
O=C(O)c1sccc1S(=O)(=O)N1CCN(c2ccc(C(F)(F)F)cn2)CC1 | -8 | 2 | 2 | 2 | -1 | 22 | 1 | 3 | 2
CCc1ccc(NC(=O)/C(C#N)=C/c2cn(CC(=O)O)c3ccccc23)cc1 | 5 | -4 | -4 | 0 | 6 | -1 | -1 | 3 | -2
CN1C(=O)C(O)(CC(=O)c2ccc(F)cc2)c2cc(Br)ccc21 (stereo unspecified) | -5 | -11 | -4 | 3 | 8 | -2 | 2 | 2 | -3
CC(NC(=O)C1CCN(S(=O)(=O)c2cc([N+](=O)[O-])ccc2Cl)CC1)c1ccccc1 (stereo unspecified) | 3 | -4 | -1 | -6 | -5 | 3 | 3 | 5 | 4
Cc1ccc(CN(C)C(=O)C2CCC(=O)N(CCc3ccccc3)C2)o1 (stereo unspecified) | -9 | -3 | -2 | -13 | -9 | 9 | 4 | 1 | 4
Cc1cccc2nc(CSc3nnc4ccccn34)cn12 | -10 | -5 | -3 | 7 | 8 | 10 | 1 | 2 | -3
